G9a inh = inhibitors of human histone lysine methyltransferase G9a. AID 504332. G9a H3K9 monomethylation, AlphaScreen, 2 h. hit rate 8.8% among 350,000. Q96KQ7. Potency, µM (highest dose often 102 µM), for inactives: top-dose activity, negative = inhibition, actives largely listed as inhibitors; further: potency means the concentration at half of the fitted maximal effect; on the % scale 0 is the no-effect control and ±100 the full control effect; nearly all actives have a fitted effect of over 75% in size
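Readings reflect AlphaScreen signal from monomethyl-H3K9 antibody detection. HMT at 20 nM; substrate b-H3K9 500 nM; cofactor SAM 20 uM; 2 h RT reaction; compounds tested as titrations in qHTS with 15 min preincubation.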
BAZ2B block = inhibitors of human BAZ2B bromodomain; Q9UIF8; AlphaScreen BAZ2B-H3K14Ac peptide displacement; Potency, µM (top dose mostly 114 µM), for the others: at the highest dose activity change, negative = inhibition, hits mostly inhibitors; hit rate 4.4% among 360,000; AID 504333; further: potency means the concentration at half of the fitted maximal effect; on the % scale 0 is the no-effect control and ±100 the full control effect; nearly all actives have a fitted effect of over 60% in size
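Complex of BAZ2B and biotin-H3K14Ac (50 nM apiece) forms over 30 min at RT, then faces library compounds up to 110 uM for another 30 min; AlphaScreen beads added, 20 min dark incubation, luminescence read.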
JMJD2A Tudor inh = inhibitors of human JMJD2A Tudor domain | AlphaScreen JMJD2A-Tudor / H3K4me3 peptide binding | Potency, µM (highest dose often 114 µM), without a hit: top-dose activity change, negative = inhibition, hits mostly inhibitors | hit rate 4.4% among 390,000; further: potency means the concentration at half of the fitted maximal effect; on the % scale 0 is the no-effect control and ±100 the full control effect; nearly all actives have a fitted effect of over 50% in size
PI4K2A block = blocks human PI4K2A kinase activity | Q9BTU6 | purified PI4K2A, ADP-Glo luminescence, 1 h; hits give low values | activity change, negative = inhibition, % at 76.9 µM | hit rate 0.13% among 420,000; in the data active means activity change below about -50%; inconclusive means mostly about -30% to -49%;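 further: -100% = wells without enzyme as full effect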
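PI4K2A activity was measured by ADP-Glo luminescence: enzyme (4 ug/mL stock) and phosphatidylinositol (1.2 mM stock) in Tris pH 7.5/MgCl2/EGTA/Triton X-100 buffer were reacted with ATP (300 microM stock) for one hour at ambient temperature.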
GLS inh = inhibitors of human glutaminase (GLS) | O94925 | GLS enzymatic activity, qHTS titration | Potency, µM (titrated, usually from 45.5 µM), inactives show at the top dose activity change, negative = inhibition, usual class: inhibitors | hit rate 0.21% among 410,000; further: potency means the concentration at half of the fitted maximal effect; on the % scale 0 is the no-effect control and ±100 the full control effect
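Two-point fluorescence kinetic (t0, 30 min RT) for hKGA; glutamate detected via glutamate oxidase–HRP–Amplex Red. Substrate: 1 mM L-glutamine solution; buffer 45 mM KH2PO4, pH 8.2.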
ERG Ets-DNA blk = inhibitors of human ERG Ets domain-DNA interaction; fluorescence polarization, His-ERG Ets domain / labelled DNA; Potency, µM (titrated, usually from 76.9 µM), without a hit: top-dose FP activity, negative = inhibition, actives largely listed as inhibitors; P11308; hit rate 0.028% among 370,000; active means well fitted inhibition curve with a large enough effect in the polarisation, with a control signal flat; inconclusive means small, poorly fitted or top-dose-only effect, or effect the other way, or a change in a side signal; inactive means no such curve, though single readings can be large or run the other way; the % refers to the polarisation;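 further: polarization taken with two DNA probes labelled with fluorescein and Texas red; potency means the concentration at half of the fitted maximal effect; % of control where 0% means no effect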
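His-tagged ERG Ets domain (1 uM in the protein solution; 300mM KCl, 50mM Tris-HCl, 1mM EDTA, 1mM DTT, pH 7.5) received compound, then a probe mix of 5 nM fluorescein-DNA and 100nM Texas-615-DNA. Fluorescence polarization was read for both dyes.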
12-LOX inh = inhibitors of human 12S-lipoxygenase ALOX12 | P18054 | purified 12hLO, xylenol orange hydroperoxide absorbance | Potency, µM (titrated, usually from 108 µM), inactives show at the top dose activity change, negative = inhibition, most hits filed as inhibitors | hit rate 1.1% among 580,000 | AID 1671190; further: potency means the concentration at half of the fitted maximal effect; on the % scale 0 is the no-effect control and ±100 the full control effect
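Purified human 12hLO at 150 nM in 25 mM Hepes, 0.01% Triton X-100, pH 7.0, preincubated 15 min at room temperature with compound. Reaction started with 40 uM arachidonic acid, 30 min at room temperature. Hydroperoxide measured by Fe-xylenol orange, 573/405 nm absorbance ratio.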
RGS4 inh = inhibitors of human regulator of G protein signaling 4; P49798; Transcreener GDP fluorescence polarization, RGS4-accelerated GTP hydrolysis; Potency, µM (top dose mostly 114 µM), without a hit: at the highest dose activity change, negative = inhibition, most hits filed as inhibitors; hit rate 0.039% among 390,000; further: potency means the concentration at half of the fitted maximal effect; on the % scale 0 is the no-effect control and ±100 the full control effect; nearly all actives have a fitted effect of over 75% in size; some results filed as inactive show a strong effect at the top dose
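MLSMR compounds (23 nl, pin-transferred) preincubated 10 min at room temperature with a 500nM (2x) first reagent, then RGS4 at 900nM (2x) plus Transcreener GDP mix added; fluorescence polarization (620/688 nm) read before and after 90 min at 30 °C.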
HP1b chromo inh = HP1-beta chromodomain-methylated histone interaction inhibition; AlphaScreen HP1-beta / biotin-H3K9me3 peptide binding; Potency, µM (series often up to 114 µM), for the others: at the top dose activity change, negative = inhibition, most hits filed as inhibitors; hit rate 0.56% among 390,000; further: potency means the concentration at half of the fitted maximal effect; nearly all actives have a fitted effect of over 70% in size; inactives centre near 23
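AlphaScreen: HP1-beta (50 nM) preformed 30 min with biotin-H3(1-18)K9me3 peptide (50 nM) in PBS pH 7.4, 0.01% Tween-20. Compound added for 30 min at RT, then streptavidin donor/nickel chelate acceptor beads (10 ug/mL) for 30 min.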
The depositor's hits bear a star; ? = inconclusive; · = not tested or not shown; & = joins results of further samples; [ ] = dose if it differs, or a comment. Unless noted, the call rests on the fitted dose curve; in most records, active means well fitted curve in the direction sought with a large enough effect; inconclusive means small, poorly fitted or top-dose-only effect, or another doubt; inactive means no such curve, though single readings can be large; an effect the other way counts as inactive or inconclusive. A portion of the library; the hit share may differ from the screen's.

SMILES	G9a inh	BAZ2B block	JMJD2A Tudor inh	PI4K2A block	GLS inh	ERG Ets-DNA blk	12-LOX inh	RGS4 inh	HP1b chromo inh
O=C(Nc1nnc(CSCc2ccc(Cl)cc2)s1)c1cccc([N+](=O)[O-])c1	2%[59 µM]	-7%	-10%	7	9%	5%	-2%	-20%	-14%
O=C(Cn1cnc2c(nc3n2CCCCC3)c1=O)Nc1ccc(F)cc1	-5%[59 µM]	3%	3%	-7	-14%	4%	0%	22%	39%
COC1CCCCC1Nc1cc(C)cc(C)c1 (stereo not drawn)	14µM*	35µM*	18µM*	-2	-1%	·	?	-5%	18µM*
COc1ccc(CCNC(=O)c2nn(C)cc2Cl)cc1	13%[59 µM]	-5%	-2%	8	-1%	·	-6%[57.4 µM]	-3%	53%[activator]
Cc1ccc2nc(C3CCN(C(=O)NCc4ccccc4)CC3)[nH]c2c1	20%	10%	1%	3	9%	-6%	-5%	38%	12%
CC(=O)c1cc2c(cc1NC(=O)C1CCC1)OCO2	·	8%	15%	2	-13%	2%	-15%	-4%	58%[activator]
CC(/C=C/c1ccc(Cl)o1)=C\C(=O)O	50µM*	?	-26%	-11	1%	-7%	?	-3%	13%
CC(=O)COc1ccccc1OC(=O)c1ccco1	11%	12%	-1%	2	1%	0%	0%	32%	26%
CC1CCN(C(=O)COC(=O)C2CCN(S(=O)(=O)c3c(Cl)cccc3Cl)CC2)CC1	-17%	18%	-3%	2	2%	13%	-18%	?	22%
CCOC(=O)c1cc(C#N)c(C)nc1N(CC)CC	·	11%	28%	-1	2%	4%	13%	-9%	66%[activator]
O=C(c1ccc2c(c1)OCCO2)N1CCCCC1	-2%[59 µM]	1%	-5%	-2&-1	18%	-4%	453%[activator]	5%[56.9 µM]	19%
CCCNC(=O)C(CC)NC(=O)c1ccc(C#N)cc1 (stereo not drawn)	12%[0.501 µM]	9%	-12%	2	3%	-3%	8%	25%	30%
COc1cccc(NC(=O)Cn2c(=O)n(-c3ccccc3)c(=O)c3sccc32)c1	-41%	·	-13%	3	-2%	-3%	-16%	33%	26%
Cc1ccc(C(=O)N/C(=C\c2cccs2)C(=O)NC2CCCCC2)cc1	?	?	-9%	-6	8%	·	7%[57.4 µM]	13%	20%
CCN(CC(=O)Nc1ccc(OC)cc1)CC(=O)Nc1ccc(Cl)cc1F	1%	-1%	-11%	0	-9%	15%	-6%	-11%	37%
CC(=O)Nc1ccc(N2C(=O)CC(c3ccccc3)CC2=O)cc1	14%	-5%[57.1 µM]	-12%[57.1 µM]	2	-2%	3%	0%	9%[11.4 µM]	25%
CCCc1nnc(NC(=O)C(C)N2C(=O)C3C4C=CC(C4)C3C2=O)s1 (stereo not drawn)	-5%[59 µM]	1%	-4%[57.1 µM]	-1	-4%	5%	-7%	25%[56.9 µM]	41%[activator]
Cc1ccccc1OCC(O)COc1ccccc1C	·	·	36%	2	-15%	10%	13%	-2%	31%[57 µM]
CC(=O)NC(CC(=O)OCC(=O)c1c(N)n(C)c(=O)n(C)c1=O)c1ccccc1 (stereo not drawn)	-11%	-18%	13µM*	2	-7%	-1%	-13%	?	-12%
O=C(C1CCCN(c2ncnc3c2nc2n3CCCCC2)C1)N1CCCCC1 (stereo not drawn)	2%	-11%	-4%	-20	-7%	2%	-8%	-7%	19%
COc1ccc(/C=C/C(=O)c2ccc(Cl)cc2)c(OC)c1	60%[activator]	28%	11%	-2	-4%	0%	-25%	-54%	83%[activator]
COc1ccccc1C(CCNS(=O)(=O)c1ccc(C)cc1)c1ccco1 (stereo not drawn)	?	7%	-16%	1	0%	-5%	?	-10%	28%
Cc1ccnc(SCc2cc(=O)c(OC(=O)c3ccc(Cl)c([N+](=O)[O-])c3)co2)n1	?	?	?	0	0%	3%	?	-46%	26%
COc1ccc(N=Cc2ccccc2O)cc1	·	·	-18%	3	13%	0%	?	-12%	13%
O=Cc1ccc(OC(=O)/C=C/c2ccccc2)cc1	4%	6%	0%	44	3%	-9%	11%	-18%	17%
CC(C)(C)NC(=O)COC(=O)c1ccc2c(c1)C(=O)N(Cc1ccco1)C2=O	20%	-14%	-7%	-17	6%	-3%	-15%	-35%	41%[activator]
COc1ccc(C(=O)Nc2ccc(-n3nncc3-c3ccc(OC)c(OC)c3)cc2)cc1	14%[59 µM]	-10%	-16%	-4	2%	1%	-21%	-12%	5%
COc1ccc(N2CCN(C(=O)[C@@H](NC(=O)c3ccccc3Cl)C(C)C)CC2)cc1	?	-22%	-19%	1	-2%	-3%	-1%	-2%	-1%
CCN(CC(=O)Nc1ccccc1C(F)(F)F)C(=O)c1ccc(=O)n(Cc2ccccc2)n1	46%	-12%	-15%	-3	0%	9%	-9%	-23%	5%
Cc1cc(C)cc(C(=O)OCC(=O)NCc2ccco2)c1	·	·	89µM*	-2	-27%	-8%	?	-14%	-18%[57 µM]
CCN(CC)S(=O)(=O)c1ccc(N2CCOCC2)c(NC(=O)Cc2ccccc2)c1	22%	6%	-14%	-2	4%	·	-1%	11%	22%
NNC(=O)c1nnn(-c2nonc2N)c1CN1CCc2ccccc2C1	1%	?	-15%	-5	8%	0%	20%	-1%	19%
CC(=O)Nc1ccc(Nc2cc(-c3ccccc3)nc3ncnn23)cc1	·	-2%	-7%	-4	9%	-11%	-6%	1%	41%[activator]
CC(C)Cc1ccc(/C=C/C(=O)NC2CC2)cc1	12%	-1%	-15%	0	-2%	6%	-1%	8%	21%
C=CCNCCCOc1ccc(Cl)cc1C(C)(C)C	10µM*	40µM*	4.5µM*	-3	-10%	7%	?	6%	?
COc1ccc(CNC(=O)CNC(=O)c2cccs2)c(OC)c1	·	-3%	3%	-1	-4%	1%	-1%	9%	28%

No new results follow: entries from further up.
SMILES	G9a inh	BAZ2B block	JMJD2A Tudor inh	PI4K2A block	GLS inh	ERG Ets-DNA blk	12-LOX inh	RGS4 inh	HP1b chromo inh
O=C(Nc1nnc(CSCc2ccc(Cl)cc2)s1)c1cccc([N+](=O)[O-])c1	2%[59 µM]	-7%	-10%	7	9%	5%	-2%	-20%	-14%
O=C(Cn1cnc2c(nc3n2CCCCC3)c1=O)Nc1ccc(F)cc1	-5%[59 µM]	3%	3%	-7	-14%	4%	0%	22%	39%

Next part.
SMILES	G9a inh	BAZ2B block	JMJD2A Tudor inh	PI4K2A block	GLS inh	ERG Ets-DNA blk	12-LOX inh	RGS4 inh	HP1b chromo inh
Cc1ccccc1NCCNc1ccccc1C	45µM*	?	-30%	0	23%	·	11%	6%	-8%
CCc1ccccc1Nc1nc(N)nc(COC(=O)CCS(=O)(=O)c2ccccc2)n1	-6%[12.7 µM]	4%	-7%	2	-7%	10%	?	-8%	33%
O=C(NCCn1cc(SCc2ccc(F)cc2)c2ccccc21)c1c(F)cccc1F	4%[59 µM]	-18%&-7%	-13%&-20%	-2&-2	3%&-1%	-4%&4%	-4%&7%	1%&9%	36%&29%
CC(C)CNc1ncnc2c1cnn2Cc1ccc(Cl)cc1	·	-13%	-3%	-4	7%	-18%	?	21%	7%
O=C(O)C(O)C(O)c1nc2ccccc2[nH]1 (stereo not drawn)	?	-24%	-12%[11.4 µM]	-3	11%	23%	0%	-6%	15%
COc1ncnc2c1NC1=C(S2)C(=NCCC(=O)O)CC(C)(C)C1	18µM*	?	-32%	-16	-4%	?	3%	-36%	48%[activator]
Cc1cc(-c2cc(-c3ccc(Cl)cc3)on2)nc(NCC2CC2)n1	-14%[12.7 µM]	3%	-19%	2	1%	-2%	5%	-10%	50%[activator]
CCOC(=O)C(Cc1ccc(O)cc1)NC(=O)CCc1c[nH]c2ccccc12 (stereo not drawn)	-21%	-14%	-7%	1	13%	-18%	152%[activator]	-16%	44%[activator]
COc1ccccc1CNC(=O)CN(C)S(=O)(=O)c1ccc(Br)s1	5%	14%	-1%	1	-12%	-1%	-13%	5%	8%
Cc1ccc(C(=O)COC(=O)c2cc(-c3ccccc3)nc3ccccc23)cc1C	33%[59 µM]	4%	10%	-5	9%	1%	-5%	12%	48%[activator]
O=C(NCCC1=CCCCC1)c1ccc([N+](=O)[O-])cc1	15%[59 µM]	-1%	-15%	-1	0%	-2%	-23%	-20%	27%
CC(C)(C)[C@H]1COC(=O)[C@@H](Cc2ccc(F)cc2)C/C=C\C[C@@H](CC(=O)N[C@@H](CO)Cc2ccccc2)C(=O)N1	·	·	-11%	-3	0%	16%	0%	3%	40%
O=C(Nc1ccccc1CC[N+](=O)[O-])N1CCN(c2ccccc2)CC1	?	?	-30%	-6	1%	-3%	-2%	10%	10%
Cc1ccccc1NC(=O)c1ccc(F)c(S(=O)(=O)N2CCc3ccccc3C2)c1	-1%[59 µM]	8%	-14%	8	0%	0%	-23%	36%	-5%
CCc1ccc(S(=O)(=O)Nc2cc3c(C(=O)OCc4ccccc4)c(C)oc3c3ccccc23)cc1	-33%[59 µM]	-21%	-19%	2	-10%	-7%	-55%	-31%	13%
O=C(O)c1cc(Sc2ccc(Br)cc2)nc2ccccc12	-40%	1%	0%	-2	0%	7%	-21%	-3%	28%
COc1ccc(NC2CS(=O)(=O)CC2NCc2ccco2)cc1 (stereo not drawn)	25%[59 µM]	-12%	?	-14	38%[activator]	0%	?	-29%	3%

Screening results deposited in PubChem BioAssay by National Center for Advancing Translational Sciences (NCATS).
